TRb-SRC2 inh – TRbeta-SRC2 interaction inhibition. actives 0.065% (n = 280,000). Potency, µM (series often up to 106 µM), without a hit: at the highest dose activity change, negative = inhibition, usual class: inhibitors. P10828. TRbeta-SRC2 peptide binding, fluorescence polarization; receptor liganded with 1 µM T3. AID 1469;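 further: plate controls were bound peptide for no effect and peptide without receptor for full effect; nearly all actives have a fitted effect of over 50% in size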
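Quantitative HTS by FP: 0.6 uM TRb LBD, 20 nM labeled SRC2 20-mer, 1 uM T3, 5% DMSO; 5 hr ambient incubation; % activity per concentration and potencies from concentration series.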
RECQ1 helicase – blocks DNA unwinding by human RECQ1. P46063. RECQ1 DNA unwinding, red fluorescence kinetic read. Potency, µM (top dose mostly 57.3 µM), for the others: top-dose activity, negative = inhibition, hits mostly inhibitors. actives 0.54% (n = 240,000);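 further: plate controls were vehicle for no effect and no enzyme for full effect; nearly all actives have a fitted effect of over 30% in size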
Target sequence (P46063 whole entry, looked up): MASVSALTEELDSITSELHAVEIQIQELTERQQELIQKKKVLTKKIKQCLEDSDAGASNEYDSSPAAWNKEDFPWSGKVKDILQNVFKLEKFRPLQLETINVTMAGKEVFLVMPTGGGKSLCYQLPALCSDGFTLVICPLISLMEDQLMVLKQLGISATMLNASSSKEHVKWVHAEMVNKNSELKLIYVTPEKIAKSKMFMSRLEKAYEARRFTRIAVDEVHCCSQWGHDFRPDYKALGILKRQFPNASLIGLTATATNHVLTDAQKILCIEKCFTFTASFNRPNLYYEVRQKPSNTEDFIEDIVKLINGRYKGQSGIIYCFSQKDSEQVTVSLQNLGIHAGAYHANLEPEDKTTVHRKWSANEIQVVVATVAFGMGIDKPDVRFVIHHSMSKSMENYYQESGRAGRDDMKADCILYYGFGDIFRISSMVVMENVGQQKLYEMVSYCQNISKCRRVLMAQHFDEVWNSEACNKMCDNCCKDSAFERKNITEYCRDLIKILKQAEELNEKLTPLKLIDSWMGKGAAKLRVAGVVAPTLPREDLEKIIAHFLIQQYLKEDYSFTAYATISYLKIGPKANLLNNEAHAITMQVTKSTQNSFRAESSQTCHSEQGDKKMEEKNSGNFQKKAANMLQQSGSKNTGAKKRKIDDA
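RECQ1T1 50 nM; forked duplex (20 bp + 30-nt ss tails) 200 nM, ATP 2 mM final; pH 8.0, 2 mM MgCl2, 2.5 ug/ml poly(dI-dC); 15 min compound preincubation; discontinuous kinetic read over 2 h at RT.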
TR SRC2 fluor cs – Texas Red fluorescence interference in TRb-SRC2 counter-screen; TRb/SRC2 Texas Red total fluorescence interference; Potency, µM (doses to about 106 µM), for the others: top-dose fluorescence change, negative = quenching; actives 0.29% (n = 280,000); AID 1479; active means well fitted curve in either direction with a large enough effect; inconclusive means small, poorly fitted or top-dose-only effect
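Human TRβ ligand-binding domain (0.6 uM) and Texas Red SRC2 peptide (20 nM) in Tris buffer with 1 uM T3 and 5% DMSO were incubated with pinned compound for 5 hr at ambient temperature. Total fluorescence was computed as S + 2P (555/632 nm).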
Active calls of the source: *; i = inactive; u = inconclusive; & = joins results of further samples. Unless noted, the call rests on the fitted dose curve; in most records, active means well fitted curve in the direction sought with a large enough effect; inconclusive means small, poorly fitted or top-dose-only effect, or another doubt; inactive means no such curve, though single readings can be large; an effect the other way counts as inactive or inconclusive. Unless noted, on the % scale 0 is the no-effect control and ±100 the full control effect; potency means the concentration at half of the fitted maximal effect.

SMILES | TRb-SRC2 inh | RECQ1 helicase | TR SRC2 fluor cs
CSCC[C@H](NC(=O)[C@H](CC(C)C)NC(=O)CNC(=O)[C@H](Cc1ccc(O)cc1)NC(=O)[C@H](Cc1ccccc1)NC(=O)[C@H](CCC(N)=O)NC(=O)[C@H](CCC(N)=O)NC(=O)[C@@H]1CCCN1C(=O)[C@H](CCCCN)NC(=O)[C@@H]1CCCN1C(=O)[C@@H](N)CCCN=C(N)N)C(N)=O | -4% | -10% | u
CC(C)(C)OC(=O)N1CCC[C@@H]1CO | -3% | -11% | -3%
C[C@@](Cc1ccccc1)(C(=O)O)N1C(=O)c2ccc(C(=O)O)cc2C1=O | 2% | 13% | -2%
CC1(C)CCC[C@@](C)([C@H]2CC[C@]3(C)[C@@H]2[C@H](O)CC2[C@@]4(C)CC[C@H](O)C(C)(C)[C@@H]4[C@@H](O)C[C@]23C)O1 (stereo partly specified) | 5% | -4% | 0%
CCCCCCCCCCCC | -2% | -18% | -3%
N#Cc1ccc(NCCNCC(=O)N2N=CCC2C#N)nc1 (stereo unspecified) | 1% | -7% | 1%
O=C(Nc1ccc([N+](=O)[O-])cc1O)Nc1ccccc1Br | 4% | -7% | 1%
CCCCCCCCCCCCCCCCOC[C@H](COP(=O)([O-])OCC[N+](C)(C)C)OC(=O)CCCCCCCC(=O)O | 1% | u | 0%
C[C@@H]1C(=O)O[C@H]2C[C@@]34[C@H]5C[C@@H](C(C)(C)C)[C@]36[C@H](OC(=O)[C@H]6O)O[C@]4(C(=O)O5)[C@]21O | -2% | -7% | 1%
CCCC[C@H]1CCCO[C@@](C(=O)NCc2ccc(C)o2)(C(F)(F)F)C1 | 2% | -1% | 0%
CC(=O)Nc1ccc(SCC(Cc2ccccc2)N2CCN(CC(C)C)CCC2=O)cc1 (stereo unspecified) | -3% | i | 1%
C=C1CCN(C(Cc2ccccc2)C(=O)NCc2ccc(Cl)c(Cl)c2)S(=O)(=O)c2ccccc21 (stereo unspecified) | 5% | i | -3%
COC(=O)C1=C[C@@H](C(=O)OC)C2C3=C(C(=O)C24CCCCC4)[C@H](C)n2c(=O)n(-c4ccccc4)c(=O)n2[C@@H]3C1 (stereo partly specified) | -3% | -4% | -1%
CCCNC(=O)N1N=C(c2ccc(N)cc2)c2cc3c(cc2C1C)OCO3 (stereo unspecified) | -5% | i | u
C=CCOC(=O)C(=C)C | 0% | 0% | 1%
CCC1(CC)C(=O)C2=C3C1[C@H](C(=O)OC)C=C(C(=O)OC)C[C@H]3[C@H]1C(=O)N(Cc3ccccc3)C(=O)[C@H]1[C@H]2C (stereo partly specified) | -2% | i | -1%
NC(=O)Nc1sc(-c2ccc(F)cc2)cc1C(N)=O | 5% | -11% | -9%
CC(C)C[C@H](NC(=O)[C@@H]1CCCN1C(=O)[C@H](CO)NC(=O)[C@H](Cc1ccccc1)NC(=O)CNC(=O)[C@@H]1CCCN1C(=O)[C@@H]1CCCN1C(=O)[C@@H](N)CCCN=C(N)N)C(=O)O | 5% | -4% | 1%
COc1ccc(-c2c(C3C4C=CCC(C)C4C(=O)N3Cc3ccccc3)ccc3ccccc23)cc1 (stereo unspecified) | -6% | -7% | -1%
CC(C)C[C@H](NC(=O)[C@H](CO)NC(=O)[C@H](C)NC(=O)[C@H](CCCN=C(N)N)NC(=O)[C@H](CCCN=C(N)N)NC(=O)[C@@H](N)CC(C)C)C(=O)NCC(=O)O | 0% | -1% | -2%
Cc1ccc(CCN2C(=O)c3ccc(C(=O)O)cc3C2=O)cc1 | 5% | i | -5%
O=[N+]([O-])c1ccc2c(c1)S(=O)(=O)C=C2 | -23% | -19% | -5%
CN[C@@H](CCCN=C(N)N)C(=O)N[C@@H](CCCCN)C(=O)N1CCC[C@H]1C(=O)N[C@@H](Cc1c[nH]c2ccccc12)C(=O)N[C@H](C(=O)N[C@H](CC(C)C)C(=O)O)C(C)(C)C | 1% | 0% | 5%
CC(C)=CCC[C@](C)(O)C1CC[C@]2(C)[C@@H]1CC[C@@H]1[C@@]3(C)CCC(=O)C(C)(C)[C@@H]3CC[C@]12C (stereo partly specified) | 7% | -13% | -3%
CCCC[C@H]1C2=C3[C@@H](CC(C(=O)OC)=C[C@@H](C(=O)OC)[C@H]3C(C)(C)C2=O)n2c(=O)n(C)c(=O)n21 | 2% | 1% | -2%
CN(C)CCC1(c2ccc(Cl)cc2)Cc2ccccc2C(=O)O1 (stereo unspecified) | 4%&-2% | 8%&-11% | -1%&5%
C[C@H](N)C(=O)N[C@@H](CO)C(=O)N[C@H](C(=O)N[C@H](C(=O)N[C@H](C(=O)N[C@@H](CC(N)=O)C(=O)N[C@@H](Cc1ccc(O)cc1)C(=O)N[C@H](C(=O)O)[C@@H](C)O)[C@@H](C)O)[C@@H](C)O)[C@@H](C)O | -1% | -10% | 1%
C=C(C)C(=O)OCCOCC | -9% | -4% | u
C=C1CCN(C(CC(C)C)C(=O)NCc2cc(OC)c(OC)c(OC)c2)S(=O)(=O)c2ccccc21 (stereo unspecified) | -5% | i | 0%

Screening results as filed in PubChem BioAssay.

This is a subset (hit frequency here may not be typical).
